FUS yeast rescue: FUS proteinopathy suppression in yeast. 390,000 tested, 0.24% active. S. cerevisiae FUS-expressing, growth rescue, OD600, 24 h. AID 1347120. Potency, µM (titrated, usually from 76.6 µM), inactives show at the top dose growth rescue (activation), hits mostly activators;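 also: potency is read from the fitted curve at half-maximal effect; plate controls were DMSO vehicle for no effect and reference control for full effect; nearly all actives have a fitted effect of over 55% in size; some results filed as inactive show a strong effect at the top dose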
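Steps: raffinose overnight preculture; dilution to OD 0.005 in 2% galactose minimal medium; compound addition (concentration series); 24hr at 30C, 99% humidity; absorbance read at 600 nm.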
PTHR1 agonist: agonists of human PTHR1 parathyroid hormone receptor; Q03431; HEK293 GP2 PTHR1 cells, GloSensor cAMP luminescence, 1 h; Potency, µM (titrated, usually from 115 µM), inactives show at the top dose activation, actives largely listed as activators; 410,000 tested, 0.075% active; AID 743266; also: potency is read from the fitted curve at half-maximal effect; nearly all actives have a fitted effect of over 55% in size; some results filed as inactive show a strong effect at the top dose; inactives centre near -15; many of its hits are not listed in these tables
Target sequence (Q03431 whole entry, looked up): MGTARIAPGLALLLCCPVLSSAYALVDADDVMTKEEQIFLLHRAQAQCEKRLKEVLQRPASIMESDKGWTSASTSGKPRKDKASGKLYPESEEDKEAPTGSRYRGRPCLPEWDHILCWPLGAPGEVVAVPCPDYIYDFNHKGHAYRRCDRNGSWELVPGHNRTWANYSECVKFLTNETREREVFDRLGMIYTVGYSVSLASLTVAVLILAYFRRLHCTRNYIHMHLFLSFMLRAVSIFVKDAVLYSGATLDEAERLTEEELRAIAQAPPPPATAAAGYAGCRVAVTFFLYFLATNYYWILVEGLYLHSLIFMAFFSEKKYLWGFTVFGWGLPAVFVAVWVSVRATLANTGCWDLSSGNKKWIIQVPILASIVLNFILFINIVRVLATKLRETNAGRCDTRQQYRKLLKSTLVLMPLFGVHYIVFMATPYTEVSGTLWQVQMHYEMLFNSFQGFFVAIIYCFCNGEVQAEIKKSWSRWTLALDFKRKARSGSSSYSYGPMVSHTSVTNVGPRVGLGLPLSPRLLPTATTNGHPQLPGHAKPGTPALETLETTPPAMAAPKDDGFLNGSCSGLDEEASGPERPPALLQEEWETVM
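HEK-293-derived GP2 cells expressing PTHR1 and a GloSensor cAMP reporter, 3,000/well, plated overnight, given luciferin plus IBMX (each 0.5 mM as added) for 1 h at 37 °C, then compound for 1 h at 37 °C. Luminescence was read after 15 min at room temperature.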
Akt phos inh: inhibitors of Akt phosphorylation. Neuro2A IGF-stimulated pAkt S473 HTRF, 20 min; stronger effect = lower value. activity change, % for hits at 50 µM. 360,000 tested, 0.32% active; in the data active = activity change below about -80%; inconclusive = mostly about -51% to -80%; also: % is scaled to controls: 0 for no effect and ±100 for the full control effect
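Neuro2A cells in DMEM with 0.5% FBS, overnight at 37 deg C, given compound at single 50 µM final, then IGF (6 nM final) for 20 min at 37 deg C. Lysed; phospho-Akt Ser473 by HTRF after 24 h, 665/615 ratio.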
HEK293 tox: cytotoxicity counter-screen for GLP-1 receptor inverse agonists | HEK293 cAMP-luciferase reporter cells, luminescence, 24 h | Potency, µM (series often up to 38.3 µM), without a hit: at the highest dose activity change, negative = inhibition, most hits filed as inhibitors | 410,000 tested, 0.13% active;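 also: loss of luciferase light is scored as toxicity; potency is read from the fitted curve at half-maximal effect; % is scaled to controls: 0 for no effect and ±100 for the full control effect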
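A 23 nL compound transfer followed 12 hours of cell culture at 37 deg C; exposure then lasted 24 hr. Luciferase assay detection reagent was dispensed and plates read for luminescence after a 12 min room-temperature wait.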
TDP43 rescue: inhibitors of TDP-43 toxicity in yeast; 410,000 tested, 1.8% active; TDP-43 expressing yeast growth rescue, BacTiter-Glo, 24 h; Potency, µM (highest dose often 46.1 µM), without a hit: at the top dose growth rescue (activation), actives largely listed as activators; also: potency is read from the fitted curve at half-maximal effect; % of control where 0% means no effect; nearly all actives have a fitted effect of over 50% in size
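Yeast cells expressing TDP-43 under galactose induction are exposed to compounds for 24 hr at 30 deg C. BacTiter-Glo luminescence measures growth, so protective compounds score as activators.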
GLP1R inv ag: acts as inverse agonist at human GLP-1 receptor. P43220. HEK293 GLP-1R CRE-luciferase, luminescence, 24 h; GLP-1R form is constitutively active. Potency, µM (doses to about 38.3 µM), without a hit: at the top dose activity change, negative = inhibition, actives largely listed as inhibitors. 410,000 tested, 1.6% active. AID 624417; also: potency is read from the fitted curve at half-maximal effect; % is scaled to controls: 0 for no effect and ±100 for the full control effect; nearly all actives have a fitted effect of over 55% in size
Target sequence (P43220 whole entry, looked up): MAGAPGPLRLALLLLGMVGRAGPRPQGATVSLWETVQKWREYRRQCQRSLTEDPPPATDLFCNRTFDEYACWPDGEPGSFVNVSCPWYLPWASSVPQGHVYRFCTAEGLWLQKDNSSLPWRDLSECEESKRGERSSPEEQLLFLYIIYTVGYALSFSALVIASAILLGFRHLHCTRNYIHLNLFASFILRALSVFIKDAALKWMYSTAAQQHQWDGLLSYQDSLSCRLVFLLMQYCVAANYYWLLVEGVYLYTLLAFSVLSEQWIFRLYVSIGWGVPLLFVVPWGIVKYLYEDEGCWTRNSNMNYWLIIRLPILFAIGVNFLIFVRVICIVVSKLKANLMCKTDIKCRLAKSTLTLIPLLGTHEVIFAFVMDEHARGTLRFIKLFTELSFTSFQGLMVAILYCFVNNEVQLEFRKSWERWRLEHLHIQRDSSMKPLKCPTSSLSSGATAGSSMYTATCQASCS
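Seeding at 200 cells/uL, 12 h culture, 24 hr compound treatment, then luciferase reagent and a luminescence read; cells are HEK293 stably expressing a constitutively active GLP-1R plus cAMP-responsive luciferase.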
Abeta rescue: A-beta toxicity reversal in yeast; yeast expressing A-beta42, growth rescue, OD600, 48 h; response scale: 0% DMSO, 100% iron-clioquinol control; Potency, µM (doses to about 46.1 µM), for the others: top-dose growth rescue, actives largely listed as activators; 410,000 tested, 0.063% active; AID 1347071; also: potency is read from the fitted curve at half-maximal effect; nearly all actives have a fitted effect of over 55% in size
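Yeast growth medium received pinned compounds, then yeast cells expressing toxic A-beta were added; plates incubated at 30 C for 48 hr. Growth read as absorbance at 600 nm, normalized to DMSO and equimolar FeCl3 plus clioquinol controls.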
MmCpn inh: M. maripaludis TRiC chaperonin inhibition. Potency, µM (highest dose often 76.9 µM), for the others: top-dose activity, negative = inhibition, hits mostly inhibitors. 330,000 tested, 0.031% active. purified Mm-Cpn ATPase, ADP Transcreener TR-FRET. AID 504842; also: potency is read from the fitted curve at half-maximal effect; % is scaled to controls: 0 for no effect and ±100 for the full control effect; nearly all actives have a fitted effect of over 80% in size
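ATPase turnover read by TR-FRET ADP competition (Eu cryptate antibody/ADP-d2, 665/590 nm): 10uM ATP final, 25nM Mm-CPN final, 30 min 37degC after 10-min compound preincubation, pH 7.4 Tris/KCl/MgCl2/DTT buffer.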
aSyn yeast inh: inhibitors of alpha-synuclein toxicity in yeast; AID 652106; Yeast expressing alpha-synuclein, growth rescue, BacTiter-Glo, 24 h; 370,000 tested, 0.14% active; Potency, µM (top dose mostly 46.1 µM), for inactives: top-dose growth rescue (activation), most hits filed as activators; also: potency is read from the fitted curve at half-maximal effect; % of control where 0% means no effect; nearly all actives have a fitted effect of over 65% in size
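Galactose-induced alpha-syn yeast (OD600=0.02, raffinose-pregrown) + pinned cpd, 24 hr, 30 deg C; growth by BacTiter-Glo luminescence. Growth restoration scores as activation.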
Active calls of the source: *; i = inactive; ? = inconclusive; / = not tested or not shown; [ ] = dose if it differs, or a comment. Unless noted, calls follow the shape of the dose curve; as a rule, active = well fitted curve in the direction sought with a large enough effect; inconclusive = small, poorly fitted or top-dose-only effect, or another doubt; inactive = no such curve, though single readings can be large; an effect the other way counts as inactive or inconclusive.

SMILES	FUS yeast rescue	PTHR1 agonist	Akt phos inh	HEK293 tox	TDP43 rescue	GLP1R inv ag	Abeta rescue	MmCpn inh	aSyn yeast inh
COc1ccc(C2(c3ccc(OC)cc3)NC(=O)N(CC(=O)Nc3ccc(OC)c(OC)c3)C2=O)cc1	?	-20%	i	4%	-14%	4%	-12%	-2%	-2%
CC(=O)Nc1cccc(-n2c(=O)n(Cc3ccccc3)c(=O)c3[nH]cnc32)c1	-18%	4%	i	26%	13%	82%[activator]	24%	0%	0%
CN(C)c1cc(C(F)(F)F)nc(-c2ccccn2)n1	16%	-5%[57.5 µM]	i	3%	-18%	0%	-1%	-6%	-3%
COc1ccccc1NC(=O)c1cc2ccccc2o/c1=N\O	/	-36%[inhibitor]	i	0%	18µM*	-9%	-16%	-17%	-14%
Cc1cc(C)c(C#N)c(SCCS(=O)(=O)c2ccc(C(C)(C)C)cc2)n1	-5%	i	i	12%	-8%	-13%	-13%	1%	-1%
O=C(Cn1nnc(-c2ccccc2)n1)Nc1ccccc1N1CCOCC1	-7%	-18%[57.5 µM]	i	12%	-9%	7%	26%	?	1%
CC1=C(C#N)C(NC(=O)C2CCCCC2)(C(F)(F)F)C(=O)N1 (stereo not given)	15%	-18%[57.5 µM]	i	4%	-18%	7%	5%	1%	-4%
COc1ccc(-c2nn(CC(=O)NC3CCCC3)c3c2cnc2ccc(F)cc23)cc1	-26%	i	/	-7%	23%	11%	-3%	/	/
Nc1c(C(=O)CSc2nncn2-c2ccccc2)c(=O)[nH]c(=O)n1C1CC1	-22%	-4%	i	-6%	25%	7%	14%	-2%	-1%
Cc1cccc(Nc2n[nH]c(C)c2[N+](=O)[O-])c1	26%	-7%	i	-27%	?	?	-4%	2%	-10%
Cc1ccc(CN2C(=O)C(O)(c3c[nH]c4ccccc34)c3cc(Cl)ccc32)cc1 (stereo not given)	?	-16%	/	-16%	-10%	?	11%	/	/
CCOC(=O)CNC(=O)CN1C(=O)CCSc2ccccc21	-5%	i	/	-16%	-20%	6%	5%	1%	2%
CCOC(=O)C1=C(N)N(c2ccccc2)C2=C(C(=O)CCC2)C1c1cccnc1 (stereo not given)	/	1%	i	-29%	20%	7%	-1%	2%	3%
Cc1c(Cl)cccc1NC(=O)CCN1CCOCC1	-7%	i	i	2%	7%	2%	-18%	-4%	3%
O=C(Cc1ccccc1)Nc1ccc2oc(-c3ccncc3)nc2c1	?	-3%	i	-8%	1%	1%	-6%	-15%	-1%
O=c1ccc2cc3c4c(c2o1)CCCN4CCC3	-15%	i	i	i	?	98%[activator]	1%	-4%	13%
O=C(CN1CCCCC1)Nc1nnc(-c2ccc([N+](=O)[O-])cc2)s1	?	-19%[57.5 µM]	i	-12%	-53%[inhibitor]	21%	-62%[inhibitor]	0%	-6%
COc1cccc(/C(C)=N/NS(=O)(=O)c2ccc(Cl)cc2)c1	9%	-7%	i	19%	-13%	8%	11%	1%	1%
COc1ccc(S(=O)(=O)NC(C)CCc2ccccc2)cc1 (stereo not given)	15%	-16%	i	5%	-22%	?	-13%	-1%	6%
COc1ccc(CCn2nnnc2C(c2ccccc2)N2CCN(C)CC2)cc1OC (stereo not given)	21%	0%[57.5 µM]	i	0%	-17%	2%	-13%	-7%	0%
COC(=O)C1(c2ccccc2)NC(c2ccc(O)cc2)C2C(=O)N(c3ccc4c(c3)OCO4)C(=O)C21 (stereo not given)	13%	12%	i	-1%	-20%	-17%	9%	-1%	-1%
O=C1C(C2=NC(c3ccccn3)C3C(=O)N(c4ccccc4)C(=O)C23)=C(O)c2ccccc21 (stereo not given)	-2%	-1%	i	-1%	-13%	-5%	3%	1%	-2%
Cc1c(/C=N/NC(=O)c2ccc(Br)o2)cnn1C	-13%	i	i	0%	3%	28%	12%	0%	0%
N#CC1=C(N)OC2=C(C(=O)CCC2)C1C1CC=CCC1 (stereo not given)	5%	i	i	4%	-11%	0%	-4%	2%	0%
O=C(Nc1cccc(F)c1)N1CCN(C(=O)c2ccco2)CC1	8%	i	i	-2%	15%	8%	14%	1%	-5%
COc1ccc(/C=C2/SC(=S)N(NS(=O)(=O)c3ccccc3)C2=O)cc1	4%	-27%	i	?	-5%	?	-7%	1%	0%
Cc1csc(NC(=O)CCC(=O)N(CC(=O)NC2CCCC2)Cc2ccco2)n1	15%	i	i	-8%	10%	-6%	4%	1%	-4%
O=C(O)c1ccc(CNS(=O)(=O)c2ccc(Oc3ccccc3Cl)cc2)cc1	6%	-30%[inhibitor]	i	2%	17%	-12%	7%	-2%	2%
Cc1cc(/C=C2\SC(=O)N(C)C2=O)c(C)n1-c1cccc(C(=O)O)c1	18%	23%	i	-13%	5%	1%	1%	1%	9%
Cc1nc(-c2cccc(F)c2)sc1CCNC(=O)C(=O)Nc1ccc2c(c1)OCCO2	-1%	i	/	-6%	0%	-21%	-1%	/	/
O=C(NC1CCCCCC1)C1CCCN1S(=O)(=O)c1cccc2cccnc12 (stereo not given)	13%	-21%	i	4%	-5%	4%	3%	1%	-2%
COc1ccc(S(=O)(=O)N(CC(=O)Nc2ccc3c(c2)OCO3)c2ccc(C)cc2)cc1	18%	-19%	/	-4%	14%	?	-1%	/	/
CC(C)c1nnc(NC(=O)c2nc(SCc3ccc(F)cc3)ncc2Cl)s1	8.9µM*	i	/	-6%	12%	-11%	-9%	/	/
O=C(NCc1ccccc1)c1ccc(NC(=O)C2CC2)cc1	?	-8%	i	-5%	10%	18%	-2%	/	0%
O=C1c2ccccc2C(=O)N1Cc1ccccc1F	-12%	-2%	i	5%	12%	6%	-3%	-1%	0%
CCc1ccc[n+](-c2[nH]c(=O)sc2/C=N/NC([S-])=Nc2ccccc2)c1	17%	i	i	-16%	6%	12%	-55%[inhibitor]	-1%	5%
O=C(NCC(=O)N1CCCC(C(F)(F)F)C1)c1ccc2ccccc2c1 (stereo not given)	15%	-45%[inhibitor]	i	4%	-14%	?	-8%	-3%	-1%
CC1=C(C#N)c2nc(N)c(C#N)c(C)c2/C1=C\c1ccc(OCC(=O)O)c(Cl)c1	44%	-16%	i	-5%	13%	-3%	0%	-7%	5%
O=C1CC2(CCCC2)CC(=O)N1c1ccccc1	-11%	i	i	-2%	2%	12%	5%	3%	5%
O=S(=O)(NNC(=S)NCC1CCCO1)c1cc(Cl)ccc1Cl (stereo not given)	9%	-9%	i	19%	14%	17%	4%	-1%	-7%
OCCNc1nc(Nc2ccc(Cl)c(Cl)c2)nc2ccccc12	15%	-21%	i	-1%	-12%	4µM*	-44%	2%	-5%
O=C(CCN1CCN(c2ccccn2)CC1)Nc1ccc(F)cc1	-6%	-1%	i	-2%	4%	-22%	0%	-1%	-8%
O=C1OC(OC(=O)c2ccccc2Br)C(N2CCOCC2)=C1Cl (stereo not given)	/	i	i	-6%	-3%	-23%	-12%	1%	9%
O=C(NCc1ccco1)c1c[nH]c2ccc(S(=O)(=O)Nc3ccc(F)cc3F)cc2c1=O	41%	12%	/	-6%	-11%	12%	-12%	/	/
CC(C)(C)NC(=O)CSc1nnc(NC(=O)CCn2cnc3ccccc3c2=O)s1	-18%	-6%	i	7%	2%	13%	-10%	1%	-1%
COc1ccccc1OCC(=O)NC1CC(C)(C)NC(C)(C)C1	-3%	i	i	11%	0%	0%	1%	1%	1%
CCOc1ccc(NC(=O)CN(C)C(=O)CC2CCCCC2)cc1OCC	23%	-17%	i	-14%	7%	-27%	6%	0%	-8%[1.84 µM]
Cc1cc(C(=O)NCCC(c2ccccc2)c2ccccc2)c(C)o1	12%	i	i	-1%	-6%	8.9µM*	0%	1%	-1%
NS(=O)(=O)c1cccc(NC(=O)COC(=O)CSCc2ccccc2)c1	6%	-20%	i	-2%	0%	-13%	12%	3%	0%
CC(C)NC(=O)c1ccc2c(c1)N(CC(=O)N1CCOCC1)C(=O)C(C)(C)O2	5%	-6%[57.5 µM]	i	3%	5%	6%	6%	0%	2%
CCCCCCN1CCN(C2CN(Cc3ccc([N+](=O)[O-])cc3)S(=O)(=O)C2)CC1 (stereo not given)	12%	-41%[inhibitor]	i	?	9%	?	14%	/	7%
CCc1c(C)nc(N2CCN(Cc3ccc4c(c3)OCO4)CC2)[nH]c1=O	-13%	i	i	6%	-2%	15%	-11%	-1%	-5%
O=C(Nc1ccc2c(c1)OCCO2)c1ccc(Cl)cc1Cl	5%	-35%[inhibitor]	i	-9%	?	?	-7%	1%	2%
O=C(COc1coc(CN2CCN(c3ccccc3F)CC2)cc1=O)NC1CCCCC1	12%	-15%	i	2%	24%	1%	-9%	1%	7%
CCOC(=O)C1(CCOC)CCN(Cc2ccc(COC)o2)CC1	-5%	-44%[inhibitor]	i	-1%	-16%	-10%	12%	4%	0%

Structures listed so far marked active in FUS yeast rescue.
compound,FUS yeast rescue,PTHR1 agonist,Akt phos inh,MmCpn inh
CC(C)c1nnc(NC(=O)c2nc(SCc3ccc(F)cc3)ncc2Cl)s1,8.9µM*,i,/,/

This is a subset; count on the stated rates, not on these rows.
